# BRCT PPI green = blocks human BRCA1 BRCT binding to phosphopeptide, green readout | BRCA1 BRCT-phosphopeptide binding, green fluorescence polarization | 75,000 compounds, 0.05% hits | AID 875 | Potency, µM (highest dose often 76.9 µM), for the others: top-dose activity change, negative = inhibition, hits mostly inhibitors;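 note: potency is the fitted concentration of half-maximal effect; plate controls were peptide without protein for full effect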
#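 Fluorescence polarization: His-tagged BRCT (~35 kDa BRCA1 C-terminus, 250 nM) bound to 100 nM fluorescein-labeled phosphorylated 10-aa BACH1 peptide, pH 7.3 phosphate buffer with DTT and Tween 20. Compounds incubated 12 min at room temperature; inhibition read as lowered polarization.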
# Casp1 inh = allosteric or competitive inhibitors of human caspase-1; 75,000 compounds, 0.03% hits; Potency, µM (highest dose often 57.5 µM), for the others: top-dose activity change, negative = inhibition, hits mostly inhibitors; AID 900; Caspase-1 enzyme, Ac-WEHD-AFC fluorogenic rate;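 note: potency is the fitted concentration of half-maximal effect; plate controls were vehicle for no effect and no substrate for full effect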
# HEK293 cAMP cs = counter-screen for TSHR agonists: cAMP increase in parental HEK293 | 73,000 compounds, 2.5% hits | Potency, µM (series often up to 57.1 µM), inactives show at the top dose activation, hits mostly activators | parental HEK293 CNG cAMP sensor, membrane potential fluorescence | AID 938; note: potency is the fitted concentration of half-maximal effect; % of control where 0% means no effect; nearly all actives have a fitted effect of over 55% in size
#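 Parental HEK 293 cells stably expressing a cAMP-gated CNG channel were loaded with membrane potential dye containing 100 uM RO 20-1724 for 60 min. Compound added for 30 min; depolarization read as fluorescence intensity at 590 nm.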
# Rhodamine fluor = compound autofluorescence in rhodamine spectral region; Rhodamine-region fluorescence, 547/598 nm, Tris buffer; active compounds read high; max dye-equivalent concentration, M; 59,000 compounds, 0.05% hits; AID 594; in the data active = max dye-equivalent concentration above about 11 nM; inconclusive = between about 1.1 nM and that limit
#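 Intensities are converted to rhodamine-equivalent concentration using a six-point rhodamine standard on each plate. Compounds sit 15 min at room temperature in 100 mM Tris buffer, pH 8.0; read uses the 547/598 nm excitation/emission pair.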
# Texas Red fluor = compounds fluorescent in Texas Red spectral region; max dye-equivalent concentration, M; Compound fluorescence, Texas Red channel, 547/618 nm; active compounds read high; AID 587; 59,000 compounds, 0.06% hits; in the data active = max dye-equivalent concentration above about 10 nM; inconclusive = between about 1.1 nM and that limit
#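 Fluorescence at ex 547/em 618 nm, normalized against an on-plate Texas Red standard series to give dye-equivalent concentration per compound concentration. Buffer 100 mM Tris, pH 8.0; 15 min RT incubation before CCD imaging.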
# A350 fluor = compound fluoresces in the Alexa 350 spectral region. AID 590. 59,000 compounds, 11% hits. Compound autofluorescence, 340/450 nm, Alexa 350 dye-equivalents; active compounds read high. max dye-equivalent concentration, M; in the data active = max dye-equivalent concentration above about 10 nM; inconclusive = mostly about 1.1 nM to 9.6 nM
# USP2a inhib = inhibitors of human ubiquitin-specific protease USP2a. 60,000 compounds, 0.1% hits. Potency, µM (doses to about 38.3 µM), without a hit: top-dose activity change, negative = inhibition, actives largely listed as inhibitors. AID 927. USP2a enzymatic assay, qHTS inhibition. O75604;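 note: potency is the fitted concentration of half-maximal effect; nearly all actives have a fitted effect of over 60% in size; plate controls were DMSO for no effect and NEM full inhibition control for full effect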
# Target sequence (O75604 whole entry, looked up): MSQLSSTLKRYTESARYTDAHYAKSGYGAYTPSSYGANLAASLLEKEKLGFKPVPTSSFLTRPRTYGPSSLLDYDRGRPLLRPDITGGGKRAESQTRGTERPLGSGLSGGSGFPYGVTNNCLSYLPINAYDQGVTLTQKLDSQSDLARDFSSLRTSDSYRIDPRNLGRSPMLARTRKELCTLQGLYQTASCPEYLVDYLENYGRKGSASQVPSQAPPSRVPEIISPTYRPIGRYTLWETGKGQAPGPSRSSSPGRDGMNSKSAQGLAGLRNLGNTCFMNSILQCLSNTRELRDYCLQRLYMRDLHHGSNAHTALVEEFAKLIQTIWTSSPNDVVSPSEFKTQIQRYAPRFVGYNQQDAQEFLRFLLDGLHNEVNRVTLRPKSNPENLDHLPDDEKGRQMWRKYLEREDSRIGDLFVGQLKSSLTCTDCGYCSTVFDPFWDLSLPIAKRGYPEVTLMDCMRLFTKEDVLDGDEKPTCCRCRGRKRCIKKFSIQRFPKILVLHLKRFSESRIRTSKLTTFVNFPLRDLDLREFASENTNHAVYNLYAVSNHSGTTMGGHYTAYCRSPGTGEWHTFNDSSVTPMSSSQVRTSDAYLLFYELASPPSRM
#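 Coupled readout: USP2-cleaved Ub-PLA2 (20nM final) turns over NBD C6-HPC (20uM final), Ex 460nm/Em 535nm after 2.5 h, time-zero read flagging artifacts. Enzyme (20nM final, pH 8.0 Tris) given 30 min RT with compound first; NEM defines full inhibition.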
# Fluorescein fluor = fluorescein region autofluorescence; Compound autofluorescence, 480/540 nm, fluorescein-equivalent; active compounds read high; max fluorescein-equivalent concentration, M; 59,000 compounds, 0.91% hits; in the data active = max fluorescein-equivalent concentration above about 10 nM; inconclusive = between about 1.1 nM and that limit
#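 Spectral profiling of library compounds in the fluorescein window (480 nm excitation, 540 nm emission) after 15 min at room temperature in pH 8.0 Tris (100 mM). Values are dye-equivalent concentrations.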
# Casp7 inh = caspase-7 (human) inhibition, allosteric or competitive. 75,000 compounds, 0.02% hits. Potency, µM (series often up to 57.5 µM), without a hit: at the highest dose activity change, negative = inhibition, most hits filed as inhibitors. recombinant caspase-7, Ac-DEVD-AFC fluorescence rate. P55210; active = well fitted inhibition curve with a large enough effect in the main read-out, with a control signal flat, not every such curve was filed as active; inconclusive = small, poorly fitted or top-dose-only effect, or a change in a side signal; note: potency is the fitted concentration of half-maximal effect; % of control where 0% means no effect
# Target sequence (P55210 24-198 limits assumed): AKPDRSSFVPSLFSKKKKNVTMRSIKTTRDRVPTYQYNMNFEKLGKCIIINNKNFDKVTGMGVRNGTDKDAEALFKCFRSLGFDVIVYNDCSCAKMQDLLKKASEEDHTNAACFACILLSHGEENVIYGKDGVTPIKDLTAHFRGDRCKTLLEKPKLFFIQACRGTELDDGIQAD
# Target sequence (P55210 207-303 limits assumed): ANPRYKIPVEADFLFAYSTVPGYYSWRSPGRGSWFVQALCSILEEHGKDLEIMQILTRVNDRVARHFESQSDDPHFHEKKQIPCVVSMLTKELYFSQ
# BRCT inh red = BRCT-phosphoprotein interaction inhibition (red fluorophore). P38398. BRCT-phosphopeptide binding, red fluorescence polarization. Potency, µM (highest dose often 76.9 µM), inactives show at the highest dose activity change, negative = inhibition, actives largely listed as inhibitors. 75,000 compounds, 0.03% hits. AID 892; note: % is set by controls: 0 for no effect and ±100 for the full control effect
#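 Rhodamine-labelled pBACH1 10-mer (100 nM) bound to BRCT domain (100 nM) at pH 7.3; compounds incubated 12 min room temperature, polarization read. Free peptide defines full inhibition; unlabelled decapeptide titrated as control.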
# 4-MU autofl = compound fluoresces in the 4-MU spectral region | compound autofluorescence, 340/450 nm, 4-MU equivalents; active compounds read high | max dye-equivalent concentration, M | 59,000 compounds, 11% hits | AID 589; in the data active = max dye-equivalent concentration above about 10 nM; inconclusive = mostly about 1.1 nM to 9.6 nM
#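 Compounds in 100 mM Tris, pH 8.0, sat 15 min at room temperature before fluorescence was read at 340 nm excitation/450 nm emission; a per-plate six-point 4-MU standard curve converted signals to dye-equivalent concentration at each compound concentration.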
# Numbers without * were called inactive; i = inactive; ? = inconclusive; nt = not tested or not shown; [ ] = another dose, or the depositor's remark. Unless noted, calls come from the whole dose curve; as a rule, active = well fitted curve in the direction sought with a large enough effect; inconclusive = small, poorly fitted or top-dose-only effect, or another doubt; inactive = no such curve, though single readings can be large; an effect the other way counts as inactive or inconclusive. These rows are one share of the data; rates above refer to the full screens.
# Values run as follows: BRCT PPI green	Casp1 inh	HEK293 cAMP cs	Rhodamine fluor	Texas Red fluor	A350 fluor	USP2a inhib	Fluorescein fluor	Casp7 inh	BRCT inh red	4-MU autofl
CN(C)c1ccc(C2OC(=O)C3(CCCC3)C(=O)C2(C)C)cc1 (stereo unspecified)
    -1.6%	1%	6%	i	i	i	-1%	i	0%	0.8%	i
CCN(CC)C(=O)CN(C#N)c1nc(OC)nc(N(C)C)n1
    0.6%	3%	0%	i	?	i	-17%	i	2%	-1.4%	i
COc1cc2[nH]c(=O)n(CCC(=O)N3CCc4ccccc4C3)c(=O)c2cc1OC
    -0.1%	1%	-8%	i	i	i	13%	i	2%	-0.4%	i
c1ccc(Cn2c(SCc3cn4cccnc4n3)nnc2-c2ccco2)cc1
    -3.0%	-3%	-3%	i	i	4.3e-08M*	-2%	?	-3%	0.5%	3.4e-08M*
CC1(C)CC(N2CCN(c3ccccc3)CC2)=CC(=[N+]2CCCC2)C1
    -0.7%	2%	7.9µM*	i	?	i	-3%	i	-1%	1.4%	i
Cc1cc(C)n2nc(S(=O)(=O)NC3CCCCC3)nc2n1
    0.8%	-1%	5%	nt	nt	nt	nt	nt	1%	1.8%	nt
COc1cc(S(=O)(=O)N2CCOCC2)c(OC)c(S(=O)(=O)N2CCOCC2)c1
    0.2%	1%	5%	i	i	?	-1%	i	0%	-1.0%	i
O=C(Cc1ccc(-n2cnnn2)cc1)NC12CC3CC(CC(C3)C1)C2
    -1.3%	0%	4%	i	i	i	2%	i	2%	0.3%	i
CC1(C)Cc2c(C#N)c(SCc3nc4ccccc4[nH]3)nc(N3CCOCC3)c2CO1
    nt	nt	nt	i	i	2.3e-08M*	nt	i	nt	nt	2.8e-08M*
CCOc1ccccc1Oc1c(C)oc2c(CN3CCN(C)CC3)c(O)ccc2c1=O
    -0.3%	-4%	7%	i	i	1.7e-06M*	8%	i	-5%	-0.2%	1.2e-06M*
O=S(=O)(c1ccc(OCC(O)CN2CCN(c3ccccc3O)CC2)cc1)N1CCOCC1 (stereo unspecified)
    0.7%	3%	4%	i	?	i	5%	i	1%	0.4%	i
CC12C=CC3(O1)C(C(=O)N(c1cccnc1)C3C(=O)NC1CCCCC1)C2C(=O)Nc1ccccc1 (stereo unspecified)
    -3.4%	1%	-16%	i	i	i	1%	?	1%	0.2%	i
Cc1ccc2[nH]c(=O)c(CN(CCN3CCOCC3)C(=O)Nc3ccc(F)cc3)cc2c1
    -1.9%	-3%	10%	i	?	i	14%	i	-3%	0.6%	i
Cc1nn(Cc2ccccc2Cl)c(C)c1NC(=O)c1cc(-c2ccc(F)cc2)on1
    -2.1%	-2%	1%	i	i	i	0%	?	-2%	0.1%	i
CCC(=O)NCCC(c1ccco1)c1ccccc1OC (stereo unspecified)
    0.5%	-3%	16%	i	i	i	1%	i	0%	-0.3%	i
COc1cc(OC)c(NC(=O)CCNC(=O)Cn2cnc3ccccc3c2=O)cc1Cl
    0.5%	4%	4%	i	i	i	3%	i	3%	0.6%	i
CCOC(=O)C1=C(C)OC(N)=C(C#N)C1c1cc2ccccc2nc1N1CCCCC1 (stereo unspecified)
    nt	nt	nt	i	i	1.7e-07M*	nt	?	nt	nt	1.5e-07M*
Cn1c(SCC(=O)O)nnc1C1CCCCC1
    0.2%	0%	10%	i	i	i	-6%	i	2%	-0.3%	i
O=c1[nH]c(SCc2cccc([N+](=O)[O-])c2)nc2nc[nH]c12
    -0.1%[15.4 µM]	0%[11.5 µM]	-4%[11.4 µM]	i	i	i	nt	i	-1%[11.5 µM]	0.5%[15.4 µM]	i
COc1ccc(-n2c(C)c(C(C)=O)c(C(C)=O)c2C)cc1OC
    1.4%	0%	6%	nt	nt	nt	-10%	nt	0%	-0.9%	nt
CCOC(=O)C(NC(=O)c1ccccc1)=C1CCCCC1
    -2.6%	-1%	24%	nt	nt	nt	6%	nt	1%	0.3%	nt
O=C1CC(N2CCN(Cc3ccc4c(c3)OCO4)CC2)C(=O)N1Cc1ccc(N2CCCC2=O)cc1 (stereo unspecified)
    -0.6%	0%	-4%	nt	nt	nt	nt	nt	-2%	-1.8%	nt
O=C(c1cc(-c2cccnc2)nc2ccc(Br)cc12)N1CCN(c2ncccn2)CC1
    -0.4%	-6%	10%	i	i	i	54%[activator]	i	-1%	0.4%	i
CCOc1ccccc1NC1c2ccccc2C(=O)N1c1cccnc1 (stereo unspecified)
    0.8%	2%	15%	i	i	i	4%	i	1%	0.5%	i
C=CC1=C(C)C2=Cc3c(C=C)c(C)c4[n]3[Sn+2][n]3c(c(C)c(CCC(=O)O)c3=CC3=NC(=C4)C(C)=C3CCC(=O)O)=CC1=N2
    -9.7%	-3%	2%	nt	nt	nt	nt	nt	-17%	?	nt
CCOC(=O)Nc1ccc2c(c1)N(C(=O)CN(CC)CC)c1ccccc1C=C2
    -2.0%	0%	3%	i	i	?	19%	i	3%	0.4%	i
C/C(=N\NC(N)=S)c1ccc[nH]1
    0.9%[15.4 µM]	-2%[11.5 µM]	-1%[11.4 µM]	i	i	i	nt	i	1%[11.5 µM]	0.9%[15.4 µM]	i
Cc1ccc(N2CCN(CCc3nc4cc(NC(=O)c5ccco5)ccc4n3C)CC2)cc1
    -1.6%	-1%	7%	i	?	?	28%	i	-1%	0.4%	i
CCOC(=O)N1CCN(C(=O)c2cc(S(=O)(=O)N3CCCC3)cn2C)CC1
    -0.2%	-1%	-1%	i	i	i	2%	i	1%	-0.2%	i
CCCCC(CC)CNS(=O)(=O)c1ccc2c(c1)CCN2C(=O)CCC(=O)O (stereo unspecified)
    -1.1%	1%	28%[2.29 µM]	i	i	i	-5%	i	0%	-2.1%	i
Cn1c(SCC(N)=O)nnc1C1CCN(C(=O)NCc2ccccc2)CC1
    -1.0%	1%	?	i	i	i	-4%	?	0%	0.1%	i
COc1ccc(C2CC(=O)c3ccc(OC)cc3O2)cc1 (stereo unspecified)
    -0.2%	0%	nt	nt	nt	nt	-5%	nt	4%	-0.1%	nt
CCOC(=O)C1CCN(c2cc(=O)n(C3CCCCC3)c(=O)[nH]2)CC1
    -2.0%	0%	7%	i	i	i	8%	i	1%	-0.5%	i
O=C(NC1CCCCCC1)C1c2ccccc2C(=O)N1CCCN1CCOCC1 (stereo unspecified)
    -1.1%	0%	6%	i	i	i	-5%	?	0%	-1.5%	i
Cc1cccc(-c2c3c(=O)n(C)c(=O)n(C)c3cn2-c2ccccc2O)c1
    -0.7%	-1%	-1%	i	i	?	21%	i	-1%	0.6%	?
C=CCSc1nnc(-c2c[nH]c3ccccc23)n1CCOC
    -1.8%	-2%	28%	i	i	?	-2%	i	-1%	-0.2%	i
O=C(c1ccc(N2CCCC2=O)cc1)N1CCCCCC1
    -1.5%	9%	10%	i	?	i	-1%	i	2%	-1.1%	i
N#Cc1nc(-c2cccs2)oc1NCc1ccc2c(c1)OCO2
    nt	nt	nt	i	i	1.2e-07M*	nt	i	nt	nt	1.1e-07M*
COc1ccc(C(=O)N(Cc2nc(-c3ccc(C)cc3)no2)C2CCCCC2)cc1OC
    0.8%	-2%	?	i	i	i	12%	i	-1%	-1.6%	i
OCCNCCCOc1cccc(Cl)c1Cl
    0.2%	1%	?	nt	nt	nt	nt	nt	0%	-2.6%	nt
c1cc(CSSCc2ccncc2)ccn1
    -0.1%[15.4 µM]	-2%[11.5 µM]	10%[11.4 µM]	i	i	i	nt	i	0%[11.5 µM]	1.2%[15.4 µM]	i
Clc1ccc2nc(CN3CCCCC3)cn2c1
    -1.9%	-4%	28%	i	i	?	1%	i	-5%	-0.9%	?
COCC(=O)Nc1nc2n(n1)C(c1ccc(OC)cc1)CC(c1ccc(OC)cc1)N2 (stereo unspecified)
    -0.3%	-2%	1%	i	i	5.5e-08M*	12%	i	-1%	-0.1%	4.8e-08M*
COC(=O)CCC(=O)Nc1ccc(Br)cc1
    -3.5%	-1%	1%	nt	nt	nt	nt	nt	1%	-2.3%	nt
COc1cc2c(cc1O)C(SC)=NC(C)(C)C2
    -1.2%	1%	-18%	i	i	?	0%	i	0%	-0.8%	i
O=C(COC(=O)C12CC3CC(CC(C3)C1)C2)NCc1ccco1
    0.3%	-3%	-9%	i	i	1.6e-08M*	22%	i	-11%	-0.8%	2.3e-08M*
CN[C@]1(C)[C@H]2CC[C@@H](C2)C1(C)C
    1.0%[34.4 µM]	?	6%[25.6 µM]	i	i	i	7%[17.1 µM]	i	-1%[25.7 µM]	-0.6%[34.4 µM]	i
Cc1cc(N2CCCC2=O)cc(C)c1S(N)(=O)=O
    -0.7%	0%	26%	i	i	i	2%	i	2%	0.0%	i
CCOC(=O)C1=C(C)NC(C)=C(C(=O)OC)[C@@H]1c1cccc([N+](=O)[O-])c1
    -0.9%[34.4 µM]	3%[25.7 µM]	13%[25.6 µM]	i	i	i	5%[17.1 µM]	?	0%[25.7 µM]	-0.8%[34.4 µM]	i
